PTAP TSG101 blk: qHTS Assay for Iinhibitors of HIV-1 Budding by Blocking the Interaction of PTAP/TSG101. Potency, µM (top dose mostly 115 µM), without a hit: top-dose activity change, negative = inhibition, most hits filed as inhibitors. Tumor susceptibility gene 101 protein (Homo sapiens), Q99816. AID 493005, 2010. Fluorescence polarization, FITC-PTAP peptide / Tsg101 binding. 340,000 tested, under 10 active; active = well fitted inhibition curve with a large enough effect in the main read-out, with a control signal flat, not every such curve was filed as active; inconclusive = small, poorly fitted or top-dose-only effect, or effect the other way, or a change in a side signal; inactive = no such curve, though single readings can be large or run the other way; note: potency is the fitted concentration of half-maximal effect; % of control where 0% means no effect
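FP read-out: FITC-PTAP peptide, 50 nM final, binding Tsg101 binding domain, 10 uM final; 20 min, r.t.; 10 mM HEPES pH 7.5, 0.15 M NaCl, 0.01% Tween 20, 3 mM EDTA, 0.1 mM TCEP.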
B2AR arrestin: qHTS assay of beta-arrestin-biased ligands of beta2-adrenergic receptor; beta-arrestin recruitment to beta2AR, cell-based reporter; Potency, µM (top dose mostly 46.1 µM), inactives show at the highest dose activation, usual class: activators; 330,000 tested, 0.02% active; AID 492947, 2010;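 note: potency is the fitted concentration of half-maximal effect; 0% = DMSO controls and full agonism = EC100 isoproterenol or metaproterenol; nearly all actives have a fitted effect of over 65% in size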
PKM2 activator: qHTS Assay for Activators of Human Muscle isoform 2 Pyruvate Kinase | 260,000 tested, 0.34% active | Potency, µM (highest dose often 57.5 µM), for inactives: top-dose activation, most hits filed as activators | Pyruvate kinase PKM (Homo sapiens), P14618 | AID 1631, 2009 | purified PKM2, Kinase-Glo ATP luminescence, activation; response scale: 0% is enzyme alone, no compound; note: potency is the fitted concentration of half-maximal effect; % is set by controls: 0 for no effect and ±100 for the full control effect; nearly all actives have a fitted effect of over 55% in size
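Kinase-Glo luminescence reports ATP generated from ADP (0.1 mM) and PEP (0.5 mM) by purified hPK-M2 after 1 h at room temperature, pH 7.2 imidazole buffer; intermediate enzyme activity allows detecting inhibitors and activators.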
ASM inhibitor: Inhibitors of Secretory Acid Sphingomyelinase (S-ASM): qHTS | Sphingomyelin phosphodiesterase (Homo sapiens), P17405 | placental ASM, HMU-PC fluorogenic substrate, 60 min | Potency, µM (top dose mostly 57.5 µM), inactives show top-dose activity change, negative = inhibition, actives largely listed as inhibitors | 340,000 tested, 0.006% active | AID 504937, 2011; note: potency is the fitted concentration of half-maximal effect
Target sequence (P17405 47-631 limits assumed): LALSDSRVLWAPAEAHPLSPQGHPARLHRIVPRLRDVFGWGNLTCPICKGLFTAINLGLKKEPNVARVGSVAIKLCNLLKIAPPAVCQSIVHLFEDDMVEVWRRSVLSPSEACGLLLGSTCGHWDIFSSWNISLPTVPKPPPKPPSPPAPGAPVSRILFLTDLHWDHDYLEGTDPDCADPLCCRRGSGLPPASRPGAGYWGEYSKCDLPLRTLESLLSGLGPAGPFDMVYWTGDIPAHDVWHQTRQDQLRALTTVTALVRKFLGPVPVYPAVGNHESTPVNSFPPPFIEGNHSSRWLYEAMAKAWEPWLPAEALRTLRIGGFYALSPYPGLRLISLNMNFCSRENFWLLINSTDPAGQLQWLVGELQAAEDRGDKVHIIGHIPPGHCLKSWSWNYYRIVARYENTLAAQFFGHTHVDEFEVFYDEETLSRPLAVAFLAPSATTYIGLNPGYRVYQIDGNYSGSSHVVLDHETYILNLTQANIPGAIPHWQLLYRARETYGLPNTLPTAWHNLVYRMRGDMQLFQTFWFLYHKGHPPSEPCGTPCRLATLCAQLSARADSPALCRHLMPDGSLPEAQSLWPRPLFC
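Steps: dispense placental human ASM, pin compound, wait 10 min at room temperature, add HMU-PC0 substrate at 9 uM final, incubate 60 min at 37 °C, add stop solution raising pH to 10, read fluorescence.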
Integrin act MD: qHTS for Activators of Integrin-Mediated Alleviation for Muscular Dystrophy; alpha7betagal myoblasts, beta-gal FDG fluorescence, 48 h; Potency, µM (top dose mostly 38.3 µM), inactives show top-dose activation, most hits filed as activators; 350,000 tested, 0.064% active; AID 624291, 2012;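 note: potency is the fitted concentration of half-maximal effect; 100% = response of the positive control SU9516; nearly all actives have a fitted effect of over 60% in size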
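alpha7betagal+/- myoblasts (passage 13, 250/well) treated 48 h at 37C with compounds at 1:260 dilution of DMSO stock. Lysed, then beta-galactosidase activity read as FDG fluorescence (ex 480/em 540) after 30 min, with pre-read for autofluorescence.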
Coupling enz: qHTS Assay for Inhibitors of Fructose-1,6-bisphosphate Aldolase from Giardia Lamblia: Coupling assay counterscreen; coupling enzyme system counterscreen, AmpLite Red fluorescence; activity change, negative = inhibition, % at 58.2 µM, hits read low; 290,000 tested, 0.67% active; in the data active = activity change below about -30%; note: % is set by controls: 0 for no effect and ±100 for the full control effect
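Coupling enzymes only (glyceraldehyde-3-phosphate) + compound, at 57.5 uM final, 10 min RT; add substrate/coupling/AmpLite Red mix, 20 min RT; fluorescence ex 525/em 598 nm. Actives flag coupling-system interference.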
GALK inh: qHTS Assay for Inhibitors of Human Galactokinase (GALK); AID 1868, 2009; Potency, µM (titrated, usually from 57.5 µM), for the others: top-dose activity change, negative = inhibition, most hits filed as inhibitors; 270,000 tested, 0.007% active; Purified GALK, Kinase-Glo residual ATP luminescence; P51570; note: potency is the fitted concentration of half-maximal effect; % is set by controls: 0 for no effect and ±100 for the full control effect
Target sequence (P51570 whole entry, looked up): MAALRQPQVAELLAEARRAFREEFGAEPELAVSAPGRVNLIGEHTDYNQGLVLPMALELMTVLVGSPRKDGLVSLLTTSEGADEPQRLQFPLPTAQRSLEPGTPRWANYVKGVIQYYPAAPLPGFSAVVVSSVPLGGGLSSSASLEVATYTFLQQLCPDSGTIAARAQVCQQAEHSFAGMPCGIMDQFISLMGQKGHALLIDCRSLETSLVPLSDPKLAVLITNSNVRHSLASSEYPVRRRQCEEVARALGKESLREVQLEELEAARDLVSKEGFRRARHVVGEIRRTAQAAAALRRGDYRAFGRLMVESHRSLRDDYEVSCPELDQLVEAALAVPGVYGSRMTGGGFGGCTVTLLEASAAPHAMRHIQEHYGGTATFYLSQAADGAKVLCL
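GALK at 5 nM final was combined with compound, 35 uM ATP and 100 uM galactose in HEPES pH8.0 with MgCl2 and DTT. The reaction ran one hour at room temperature before luminescent ATP detection.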
Menin-MLL TR inh: qHTS Assay for Inhibitors Targeting the Menin-MLL Interaction in MLL Related Leukemias: Competition With Texas Red Labeled MLL-derived Mutant Peptide. O00255. Menin + Texas Red MLL mutant peptide, fluorescence polarization. Potency, µM (top dose mostly 61.6 µM), without a hit: at the top dose FP activity change, negative = inhibition, usual class: inhibitors. 270,000 tested, 0.23% active. AID 1768, 2009; active = well fitted inhibition curve with a large enough effect in the polarisation, with a control signal flat, not every such curve was filed as active; inconclusive = small, poorly fitted or top-dose-only effect, or effect the other way, or a change in a side signal; inactive = no such curve, though single readings can be large or run the other way; the % refers to the polarisation; note: potency is the fitted concentration of half-maximal effect; % of control where 0% means no effect; many of its hits are not listed in these tables
Giardia killer: Small Molecules that selectively kill Giardia lamblia: qHTS | Giardia lamblia trophozoite viability | activity change, % at 7.66 µM, hits read low | 340,000 tested, 0.15% active; in the data active = activity change below about -80%; inconclusive = between about -30% and that limit;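 note: parasites exposed to compound for two days anaerobically before the ATP read; % is set by controls: 0 for no effect and ±100 for the full control effect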
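Viability, read as ATP luminescence: trophozoites at 100 cells/well, compound added, 48 hrs anaerobic at 37 deg C, then 15-30 min room-temperature development before reading.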
BCR signal inh: qHTS Assay to Find Inhibitors of Chronic Active B-Cell Receptor Signaling. ABC-DLBCL IkBa-CBG/CBR reporter, luminescence ratio, 4 h. Potency, µM (top dose mostly 46.1 µM), for the others: at the top dose ratio change, negative = lower green/red ratio, most hits filed as inhibitors. 340,000 tested, 0.05% active; active = well fitted inhibition curve with a large enough effect in the signal ratio, with a control signal flat, not every such curve was filed as active; inconclusive = small, poorly fitted or top-dose-only effect, or effect the other way, or a change in a side signal; the % refers to the signal ratio;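 note: potency is the fitted concentration of half-maximal effect; plate controls were basal doxycycline-induced cells for no effect and cells given 10 µM MG132 for full effect; MG132 reads +100%, hits lower the ratio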
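Concentration-response series (up to 46 uM) were applied to TMD8 dual-reporter cells for 4 h at 37C with doxycycline. Green/red ratio, after filter-overlap correction, defined %Activity; red signal alone was normalised to basal cells and zero luminescence.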
Tb PFK inh: qHTS Assay to Find Inhibitors of T. brucei phosphofructokinase. ATP-dependent 6-phosphofructokinase (Trypanosoma brucei brucei), O15648. T. brucei PFK, ADP-Glo luminescence. Potency, µM (titrated, usually from 57.5 µM), for the others: at the highest dose activity, negative = inhibition, most hits filed as inhibitors. 330,000 tested, 0.17% active;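 note: potency is the fitted concentration of half-maximal effect; 0% = uninhibited 1x PFK enzyme wells and -100% = no-enzyme wells; nearly all actives have a fitted effect of over 60% in size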
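ADP-Glo luminescence quantified ADP after 45 min at room temperature, with 1.25 nM T. brucei PFK, 0.1 mM ATP and 0.5 mM fructose-6-phosphate in pH 8.0 TEA buffer. qHTS titrations up to 57 µM; curves classified by quality.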
The depositor's hits bear a star; i = inactive; ? = inconclusive; . = not tested or not shown; [ ] = dose if it differs, or a comment. Unless noted, calls come from the whole dose curve; as a rule, active = well fitted curve in the direction sought with a large enough effect; inconclusive = small, poorly fitted or top-dose-only effect, or another doubt; inactive = no such curve, though single readings can be large; an effect the other way counts as inactive or inconclusive.

SMILES | PTAP TSG101 blk | B2AR arrestin | PKM2 activator | ASM inhibitor | Integrin act MD | Coupling enz | GALK inh | Menin-MLL TR inh | Giardia killer | BCR signal inh | Tb PFK inh
Cc1ccc(C(=O)Nc2ncc(C)s2)o1 | -5% | 0.1% | -49% | -2% | -1% | 2 | 2% | -1% | -9 | 17% | -7%
CCCn1c2ccccc2c2cnn(CC(=O)NCCN(CC)CC)c(=O)c21 | -1% | 0.2% | . | 33%[activator] | -2% | -1 | 1% | ? | 53[activator] | ? | 6%
O=C(CSCc1ccccc1)Nc1ccc2c(c1)C(=O)NC2=O | -7% | 0.3% | -2% | 0% | -48% | 1 | 2% | 20% | 8 | -1% | ?
CN1CCN(c2ccc(C(F)(F)F)cc2NC(=O)Nc2ccccc2)CC1 | -7% | 0.2% | . | -1% | -1% | 1 | -3% | 9% | -26 | 2% | 1%
CCCCNc1nc(-c2ccccc2)cc(C(F)(F)F)c1C(N)=O | -8% | -0.2% | 11% | 102%[activator] | 10% | 0 | 0% | -1% | 10 | 9% | 0%
C[C@@]12C(=O)Nc3ccc(Br)cc3C(=O)N1[C@H]1c3cc(Cl)ccc3OC[C@@H]1[C@@H]2c1ccccc1 | -5% | -0.6% | . | -17% | -15% | . | . | . | -6 | ? | -4%
O=C(NCC1CCCO1)c1cccc(NC(=O)c2ccco2)c1 (centres undefined) | -1% | -0.1% | -18% | 3% | 3% | 1 | -3% | -17% | 10 | -1% | -1%
CCOc1cccc(/C(O)=C2/C(=O)C(=O)N(CCOC)C2c2ccco2)c1 (centres undefined) | -1% | -0.1% | -13% | -1% | -8% | -6 | -3% | 1% | 8 | 5% | 0%
O=C(N/N=C/c1c[nH]c2ccccc12)c1cc(-c2ccccc2)n[nH]1 | -5% | -0.2% | -1% | -8% | -8% | 3 | -4% | ? | -8 | ? | 9%
Cc1cc(C)c2nc3sc(C(=O)N4CCOCC4)c(N)c3cc2c1 | -2% | -0.5% | 12% | -27% | -49%[inhibitor] | -9 | 4% | . | -13 | ? | 0%

The list goes on (four carried over from the part before).
SMILES | PTAP TSG101 blk | B2AR arrestin | PKM2 activator | ASM inhibitor | Integrin act MD | Coupling enz | GALK inh | Menin-MLL TR inh | Giardia killer | BCR signal inh | Tb PFK inh
O=C(NCC1CCCO1)c1cccc(NC(=O)c2ccco2)c1 (centres undefined) | -1% | -0.1% | -18% | 3% | 3% | 1 | -3% | -17% | 10 | -1% | -1%
CCOc1cccc(/C(O)=C2/C(=O)C(=O)N(CCOC)C2c2ccco2)c1 (centres undefined) | -1% | -0.1% | -13% | -1% | -8% | -6 | -3% | 1% | 8 | 5% | 0%
O=C(N/N=C/c1c[nH]c2ccccc12)c1cc(-c2ccccc2)n[nH]1 | -5% | -0.2% | -1% | -8% | -8% | 3 | -4% | ? | -8 | ? | 9%
Cc1cc(C)c2nc3sc(C(=O)N4CCOCC4)c(N)c3cc2c1 | -2% | -0.5% | 12% | -27% | -49%[inhibitor] | -9 | 4% | . | -13 | ? | 0%
CCN(CC)S(=O)(=O)c1cc(NC(=O)COC(=O)CCC(=O)c2cccs2)ccc1C | 0% | -0.1% | -2% | 0% | 21% | 2 | -3% | 3% | 13 | ? | -1%
O/N=C(/CCc1ccccc1)c1ccc2c(c1)OCCO2 | -1% | -0.2% | 0% | -4% | 42% | 1 | -1% | 0% | 10 | ? | 2%
COCn1c(COc2ccccc2)nc2ccccc21 | -4% | 0.5% | -22% | -1% | -33%[7.66 µM] | 1 | 0% | 4% | -2 | ? | -4%
Cc1c(C(=O)Nc2cccc(Cl)c2)c2ccccn2c1CCc1ccncc1 | -2% | -0.3% | 24% | i | -29% | -6 | 0% | 18% | -10 | ? | 4%
COc1cccc(C(C(=O)NC(C)(C)C)N(CCC(C)C)C(=O)CCC(=O)Nc2cc(C)on2)c1OC (centres undefined) | -1% | 3.0% | 0% | -1% | -3% | 0 | 13% | ? | -5 | ? | 3%
Cc1ccc([C@H]2C(C(=O)O)=CC[C@@H](c3ccc(C(C)C)cc3)N2S(=O)(=O)c2ccc(C)cc2)cc1 | 1% | -0.6% | . | ? | 10% | . | . | . | -28 | -1% | 8%
CN(C)c1nc(N/N=C/c2c[nH]c3ccccc23)nc(N2CCOCC2)n1 | 3% | 0.0% | 3% | 2% | -45% | 3 | 9% | 9% | 72[activator] | -13% | 1%
Cc1cc(N2CCN(C(c3ccccc3)c3ccccc3)CC2)n2ncnc2n1 | -1% | . | 0% | -8% | 6% | 9 | 0% | -26% | 0 | . | .
COC(=O)CN(c1cc(C(F)(F)F)ccc1Cl)S(C)(=O)=O | -6% | -0.2% | 1% | 0% | 5% | -1 | 0% | 8% | -5 | -1% | 1%
COc1cccc(NC(=O)c2ccc3c(c2)CCCC3)c1 | 1% | -0.2% | -29% | 0% | 5.6µM* | -6 | 3% | 20% | ? | ? | -5%
O=C(N1CCCC1)C12CC3CCC(CC(C3)C1)C2 | -3% | -0.3% | 2% | 9% | -38%[inhibitor] | -1 | 0% | 1% | 14 | 1% | -3%
C=CCN1C(=O)c2ccc(C(=O)N3CCN(S(=O)(=O)c4cccc(F)c4)CC3)cc2C1=O | 1% | 0.0% | . | -6% | 25% | . | . | . | -30 | -8% | 5%
COc1ccc(-c2nnc(NC(=O)C3=COCCO3)o2)cc1 | -1% | -0.1% | -8% | 8% | -20% | 3 | -5% | 3% | -18 | 1% | -1%
CCSc1nnc(NC(=O)Cc2cccc(OC)c2)s1 | 0% | 0.1% | ? | -1% | -8% | 0 | -2% | . | 5 | 3% | -1%
O=P(O)(O)COc1ccccc1P(=O)(c1ccccc1)c1ccccc1 | -3% | -0.3% | -3% | -1% | -12% | 8 | -4% | 13% | 3 | ? | -2%
Nn1c(=O)c2ccccc2n2c(SCc3ccccc3)nnc12 | 1% | -0.1% | 16% | 1% | -22% | 3 | -4% | 2% | -29 | -1% | 12%
CNC(=O)CSc1nnc(C2CC2)n1-c1ccccc1 | 0% | -0.3% | -5% | 4% | -2% | 2 | 4% | -11% | 2 | -4% | -1%
O=C(OCc1nnc(-c2ccccc2)o1)c1cc(S(=O)(=O)N2CCOCC2)c(Cl)cc1Cl | -1% | -0.1% | -1% | -6% | -54%[inhibitor] | -2 | -3% | -16% | -4 | 2% | 1%
CC(=O)N/C(=N/c1nc(C)cc(C)n1)Nc1ccc(F)cc1F | -2% | -1.1% | . | -4% | ? | -2 | -2% | 31%[activator] | 1 | ? | -2%
Cc1noc(C)c1COc1ccc(C(=O)NCCc2ccccn2)cc1 | -5% | 0.0% | -1% | -5% | ? | 1 | 1% | -7% | -25 | ? | -2%
CCCn1c(CN2CCN(C)CC2)nc2ccccc21 | -6% | -0.1% | -14% | 1% | 2% | -4 | 0% | -4% | -8 | -1% | -6%
O=c1cc(CNCCCO)c2ccccc2[nH]1 | -3% | -0.3% | -14% | 1% | 11% | 3 | -3% | -14% | -3 | -18% | -5%
O=C(Nc1ccccc1)NC1CCN(Cc2ccccc2)CC1 | -4% | -0.2% | -6% | 4% | -36% | 1 | -1% | -11% | 3 | 0% | 0%
COC(=O)C1C(c2ccccc2)NC(=O)NC1(O)C(F)(F)Cl (centres undefined) | -1% | -0.1% | 3% | -1% | 0% | 0 | -1% | 4% | 8 | ? | -4%
CCOC(=O)c1ccccc1NC(=O)c1ccc(N(C)S(C)(=O)=O)cc1 | -9% | -0.1% | -1% | -5% | 0% | -5 | -1% | 21% | -8 | -1% | 6%

Not all compounds are listed; count on the stated rates, not on these rows.
